zVAD death inh – inhibitors of zVAD-triggered necroptosis, primary screen, L929 cells; actives 0.38% (n = 220,000); AID 1377, 2008; viability rescue, % at 10 µM; L929 zVAD necroptosis rescue, ATP luminescence, 24 h; with zVAD 60 µM;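 active = activation, scaled between plate controls, above about 75%, limit read from the data; inactive = activation under that limit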;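 also: 0% = zVAD with DMSO and 100% = DMSO alone without zVAD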
FXIIa inh 1536 – human FXIIa protease inhibitors, primary screen, biochemical, 1536-well | purified FXIIa, Boc-QGR-AMC fluorogenic substrate, 2 h | actives 0.3% (n = 220,000) | Coagulation factor XII (Homo sapiens), P00748 | inhibition, % at 5 µM; in the data active = inhibition above about 40%;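 also: 0% = enzyme with no compound and 100% = blank without enzyme; many of its hits are not listed in these tables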
FXIa inh – human FXIa protease inhibitors, primary screen, biochemical, 1536-well | purified FXIa, Boc-Glu-Ala-Arg-AMC fluorogenic substrate | inhibition, % at 5 µM | actives 0.14% (n = 220,000) | AID 798, 2007;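 active = inhibition of at least 40%; inactive = inhibition below 40%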;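 also: fluorescence of freed AMC excited at 355 nm; 0% = enzyme without compound and 100% = no enzyme blank; many of its hits are not listed in these tables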
Wee1 stabilizer – Wee1 degradation inhibitors, primary screen, cell-based, HeLa, Wee1K328M-luciferase, luminescence | Wee1-like protein kinase (Homo sapiens), P30291 | HeLa Luc-Wee1K328M stability; 100% = proteasome inhibitor MG132 effect | reporter increase, % at 5 µM | actives 1.2% (n = 220,000) | AID 1321, 2008;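 active = activation above the mean of all tested compounds plus 3 SD, set per screening run, cut at about 8.8% in these data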;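 also: cells exposed to compound for 20 h before luminescence read; 0% = DMSO alone and 100% = MG132 at 30 µM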
Target sequence (P30291 whole entry K328M): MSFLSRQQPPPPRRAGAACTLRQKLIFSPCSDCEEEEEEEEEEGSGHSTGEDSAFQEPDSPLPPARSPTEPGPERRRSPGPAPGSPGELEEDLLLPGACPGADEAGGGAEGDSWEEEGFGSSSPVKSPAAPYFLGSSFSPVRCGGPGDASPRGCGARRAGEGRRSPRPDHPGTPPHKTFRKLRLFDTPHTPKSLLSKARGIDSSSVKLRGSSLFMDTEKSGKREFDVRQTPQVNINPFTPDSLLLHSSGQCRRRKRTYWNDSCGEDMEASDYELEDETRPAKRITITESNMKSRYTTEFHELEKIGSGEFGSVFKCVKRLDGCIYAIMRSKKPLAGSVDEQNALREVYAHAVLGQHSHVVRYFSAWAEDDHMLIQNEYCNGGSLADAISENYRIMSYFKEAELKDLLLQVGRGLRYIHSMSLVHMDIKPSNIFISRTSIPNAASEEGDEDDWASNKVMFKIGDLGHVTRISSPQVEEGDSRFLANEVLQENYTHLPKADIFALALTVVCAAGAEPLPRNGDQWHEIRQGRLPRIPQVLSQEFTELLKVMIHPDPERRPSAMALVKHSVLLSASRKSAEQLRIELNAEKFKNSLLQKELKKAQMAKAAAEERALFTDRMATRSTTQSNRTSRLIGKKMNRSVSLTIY
PPC-1+TRAIL kill – compounds killing PPC-1 cancer cells with TRAIL present, primary screen, TRAIL potentiator project, ATPLite luminescence, uHTS; PPC-1 cells + TRAIL, ATPLite viability luminescence; cell killing (% activity), % at 4 µM; actives 0.41% (n = 220,000); AID 1443, 2008;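 active = cell killing above 50% in the first pass at 4 µM, then a duplicate retest at 5 µM averaging 50% or more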;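 also: plate controls were cells with TRAIL plus DMSO for no effect and medium-only wells lacking cells for full effect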
PGE2 EP2 inh – human EP2 receptor antagonists, primary screen, TR-FRET cAMP, C6 glioma cells; Prostaglandin E2 receptor EP2 subtype (Homo sapiens), P43116; C6 glioma cells expressing human EP2; cells stimulated with saturating PGE2; inhibition, % at 25 µM; actives 0.52% (n = 260,000);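 active = percent inhibition above 40 after rounding to a whole number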;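 also: rat C6 glioma host cells with rolipram phosphodiesterase inhibitor present; the protocol text gives 20 µM as final concentration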
Target sequence (P43116 whole entry, looked up): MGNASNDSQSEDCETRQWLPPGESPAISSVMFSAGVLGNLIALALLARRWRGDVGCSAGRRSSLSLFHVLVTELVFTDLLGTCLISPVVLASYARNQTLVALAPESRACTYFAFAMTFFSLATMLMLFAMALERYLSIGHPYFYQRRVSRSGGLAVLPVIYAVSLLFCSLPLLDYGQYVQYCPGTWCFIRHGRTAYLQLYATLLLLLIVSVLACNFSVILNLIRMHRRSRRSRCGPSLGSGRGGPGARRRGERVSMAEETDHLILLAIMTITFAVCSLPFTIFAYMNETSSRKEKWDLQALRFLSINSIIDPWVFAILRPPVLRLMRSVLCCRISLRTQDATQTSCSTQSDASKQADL
TNF necrop inh – inhibitors of TNF-alpha triggered necroptosis, primary screen, cell-based, Jurkat FADD-/-, single concentration; Jurkat FADD-/- TNF necroptosis rescue, ATP luminescence, 24 h; 0 = TNF only, 100 = no-TNF cells; activation (protection from cell death), % at 10 µM; actives 0.068% (n = 220,000);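 active = activation, meaning protection from cell death, of at least 50% relative to plate controls; inactive = activation below 50%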;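 also: necroptosis triggered by 40 ng/mL TNF-alpha added together with compound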
TbHK1 inh – Trypanosoma brucei hexokinase 1 inhibitors, primary screen, biochemical, G6PDH-coupled NADH absorbance, MLSCN library. recombinant TbHK1, G6PDH-coupled NADH A340. inhibition, % at 10 µM. actives 0.11% (n = 220,000). AID 1430, 2008;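 active = inhibition of 50% or more in the single-dose primary screen; inactive = inhibition below 50%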
CHOP inhibitor – inhibitors of CHOP promoter induction, primary screen, cell-based, unfolded protein response, luciferase reporter. CHO-K1 CHOP-promoter luciferase, tunicamycin-induced, 15-18 h. inhibition, % at 10 µM. actives 3.8% (n = 220,000). AID 2732, 2010;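 active = compounds that reduced the stress-induced luciferase reporter signal by more than about 70% of percent inhibition, limit read from the data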;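 also: 0% = tunicamycin plus vehicle and 100% = wells without tunicamycin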
* marks the source's active call; other numbers are inactive results; / = not tested or not shown; & = joins results of further samples.

mol	zVAD death inh	FXIIa inh 1536	FXIa inh	Wee1 stabilizer	PPC-1+TRAIL kill	PGE2 EP2 inh	TNF necrop inh	TbHK1 inh	CHOP inhibitor
CCc1ccccc1NC(=O)CSc1ncn[nH]1	0.0	9	0	0	15	8	-0.8	-2	11
CCc1ccc(C(=O)/C=C/NCc2ccc(F)cc2)cc1	2.5	9	7	-2	-21	4	2.2	-18	30
CCCCC(=O)Nc1ccc(S(=O)(=O)Nc2nccc(C)n2)cc1	1.9	3	-5	1	-6	9	0.2	0	6
COc1ccc(NC(=S)N(C)CC2COc3ccccc3O2)cc1 (stereo unspecified)	1.9	7	0	1	4	6	1.5	1	-11
COc1ccc(S(=O)(=O)Nc2ccc(F)c(Cl)c2)cc1OC	0.5	16	17	7	-1	10	-0.5	3	30
CCOC(=O)N1CCN(C(=O)COc2cccc3c2CCN(Cc2cccc(C)c2)C3=O)CC1	-0.3	7	0	0	10	6	-5.0	-3	27
CN(Cc1ccccc1)C(=O)Cn1cccc1C(=O)c1ccccc1	-0.2	-9	-2	-1	6	3	-0.9	-3	-9
COC(=O)c1[nH]c(C)c(/C(O)=C2\C(=O)C(=O)N(CCN3CCOCC3)C2c2ccccc2OC)c1C (stereo unspecified)	0.2	18	12	7	13	4	0.5	-27	9
CCn1cc(CNC(=O)c2cc(COc3ccc(F)cc3F)on2)cn1	0.3	2	-4	7	22	3	0.5	-1	42
Cc1cccc(OCc2nc(-c3nonc3N)no2)c1C	3.4	14	2	1	-2	5	2.0	-6	0
O=C(O)CCCCCNC(=O)/C=C/c1ccco1	1.6	4	-3	-1	/	4&5	0.2	-2	-15
COc1cc(/C=C/C(=O)O)cc(S(=O)(=O)NCc2ccc3c(c2)OCO3)c1OC	1.4	9	0	1	/	8	1.3	5	-7
CCc1cccc(NC(=O)Cc2cn(C)c3ccccc23)c1	0.3	15	7	0	6	10	-1.1	0	64
CCOc1cc(C2C3=C(CCCC3=O)N(CCC(=O)O)C3=C2C(=O)CCC3)ccc1OS(=O)(=O)c1ccc(C)cc1	2.3	1	-4	5	25	1	2.0	-5	13
CC(C)CN(C(=O)CN1CCN(S(=O)(=O)c2ccc3ccccc3c2)CC1)c1c(N)n(CC(C)C)c(=O)[nH]c1=O	-0.1	17	7	0	20	8	0.3	7	18
CCN(c1ccccc1)S(=O)(=O)c1ccc(Cl)c(NC(=O)CN2CCCCCC2)c1	0.7	3	-2	0	21	6	0.2	6	55
Cc1ccc(C)c(NC(=O)CSc2nc3[nH]ncc3c(=O)[nH]2)c1	0.2	1	2	-4	9	7	1.4	0	-8
CS(=O)(=O)NCc1nnc(SCC(=O)NC2CCCCC2)n1-c1ccc(F)cc1	-0.2	-11	1	-2	15	12	-1.1	-1	10
Cc1ccc(C)c(N2CCN(C(=O)c3cc4ccccn4n3)CC2)c1	-0.8	10	-1	2	26	9	-3.3	5	35
CCC1CCCCN1S(=O)(=O)c1ccc2c(c1)CCN2C(=O)C1CCC1 (stereo unspecified)	6.3	16	0	4	6	4	1.4	-3	18
O=C(CN(Cc1ccccc1)S(=O)(=O)c1ccccc1)NC1CC1	-0.8	18	13	1	-12	8	-1.3	6	0
O=C(c1ccc(S(=O)(=O)c2cccc(Cl)c2)c([N+](=O)[O-])c1)N1CCN(c2ccccn2)CC1	1.7	4	-2	0	11	4	-14	0	41
c1ccc(-c2nnc(N3CCOCC3)c3ccccc23)cc1	3.4	9	-3	-3	8	11	0.1	-6	17
CCOC(=O)c1c(-c2ccc(OCC)cc2)csc1NC(=O)CCN1C(=O)c2ccccc2C1=O	6.4	9	3	1	-3	8	-2.7	-1	54
O=C(CN1CCN(Cc2ccccc2Cl)C1=O)NCc1ccccn1	0.4	10	2	-4	10	6	3.5	-6	-8
Cc1ccc(S(=O)(=O)N(C)CC(=O)Nc2ccccc2)cc1	1.6	23	15	-2	4	6	0.5	2	6
O=C(COc1ccccc1F)NC1CC1	0.1	-17	-10	-2	12	8	-0.8	4	40
O=c1[nH]ncc(NCCCO)c1Cl	-0.1	6	2	0	8	10	-1.0	-8	12
COc1ccc(CN(C)CC(=O)Nc2c(C)cccc2C)c(OC)c1	-2.1	1	-4	2	16	8	0.1	8	2
O=C(Cn1cnc2ccccc2c1=O)OCCCCN1C(=O)c2ccccc2C1=O	0.3	1	-3	2	-11	5	-0.6	2	23
COc1ccc(/C=N/NC(=O)Cn2nc(C)c([N+](=O)[O-])c2C)cc1	0.0	3	-4	-4	4	11	2.3	36	-14
CCOC(=O)c1c(C)n(C)c2cc(Br)c(O)c(O)c12	-1.1	13	10	1	-5	29	-4.9	-19	-10
O=C(Nc1ccccc1)NC1(C(=O)N2CCN(C(=O)c3ccco3)CC2)CCCCC1	1.8	-3	-2	-4	-3	12	0.1	-1	-2
N#CCCN(Cc1cccnc1)C(=S)NCc1ccco1	-0.1	3	-1	-2	3	5	0.2	7	9
CCCS(=O)(=O)N1CCN(S(=O)(=O)c2ccccc2)CC1	1.0	10	3	-1	-5	9	2.0	2	-18
Cc1c(NC(=O)C(C#N)=C2CCCCC2)c(=O)n(-c2ccccc2)n1C	0.2	15	2	-3	7	10	0.4	-4	-10
CCN1CCCC1CN(Cc1cc2cc(C)ccc2[nH]c1=O)C(=O)Nc1ccccc1OC (stereo unspecified)	0.3	20	3	1	33	19	-2.1	-13	-7
CCC(=O)c1ccc(OC(=O)c2ccc(Br)o2)cc1	-0.1	/	/	1	/	12	-0.6	-13	/
O=C(c1ccc(COc2c(F)c(F)c(F)c(F)c2F)o1)N1CCN(Cc2ccc3c(c2)OCO3)CC1	0.0	8	6	3	16	4	-2.0	-4	22
O=C(c1ccccc1)N1CCCC(C(=O)N2CCCCCC2)C1 (stereo unspecified)	2.7	12	6	-4	3	2	0.4	12	-7
O=C(Nc1ccc2c(c1)OCO2)c1cccc2c1C(=O)N(Cc1cccnc1)C2	0.1	-1	-6	2	1	15	-0.6	-3	3
Cc1ccccc1-c1nc(SCc2ccccn2)c2c(=O)n(C)c(=O)n(C)c2n1	1.0	5	3	1	13	9	1.6	-9	-4
COCCNC(=O)/C(C#N)=C1\N=C(N)c2ccccc21	0.6	6	8	-2	19	15	-0.5	5	34
Cc1ccccc1NC(=O)Cn1cnc2c(oc3ccccc32)c1=O	-1.0	9	1	1	12	8	1.2	-2	6
CCOc1ccc2nc(NC(=O)C3CCCN(S(=O)(=O)c4c(C)noc4C)C3)sc2c1 (stereo unspecified)	1.3	7	3	/	-4	9	2.0	-13	-21
O=C(c1ccc(Br)o1)N1CCN(c2ncccn2)CC1	0.4	12	2	-3	15	13	0.5	0	8
CC(C)(C)NC(=O)c1cccc(NC(=O)CSc2ccccc2)c1	1.1	6	4	-1	9	2	-0.1	3	25
CCOc1cc(C(=O)Nc2ccc3c(c2)OCO3)ccc1OC(F)F	0.1	7	3	-2	13	3	-1.4	5	24
CC1CC(C)CN(C(=O)Nc2ccc(Br)cc2)C1 (stereo unspecified)	1.3	1	-4	3	12	4	2.2	-3	14
COc1cc(SSc2cc(OC)cc([N+](=O)[O-])c2N)c(N)c([N+](=O)[O-])c1	-0.9	11	5	-1	14	7	-15	14	42
COc1ccc(N(CCC#N)C(=O)/C(C#N)=C\c2cccs2)cc1	-0.9	20	20	-1	16	10	0.3	-49	-4
COc1cc(/C=N/n2cnnc2-n2nc(C)cc2C)cc([N+](=O)[O-])c1O	-0.5	20	25	-1	18	5	1.3	-79	4
Cc1cc2cc(CCNC(=O)c3c(-c4ccccc4Cl)noc3C)c(=O)[nH]c2cc1C	1.0	6	2	-1	-6	11	-3.6	-7	14
CCOC(=O)CNc1ncnc2nc[nH]c12	2.0	4	-7	-1	18	9	0.4	-4	-5
N#CC1=C(N)Oc2cc(N)ccc2C1c1cccnc1 (stereo unspecified)	/	18	6	-3	-4	9	-15	-7	-4
CC1(C)C2CCC1(C)C(OC(=O)CNc1ccccc1)C2 (stereo unspecified)	3.8	-8	-6	-2	-3	6	3.2	-7	-11
O=C(NCc1ccco1)C(=O)NCC1OCCN1C(=O)c1ccc(Cl)cc1 (stereo unspecified)	-0.4	5	1	3	-2	6	2.6	6	12
O=C(COC(=O)/C=C/c1cccs1)Nc1nc(-c2ccccc2)cs1	1.7	0	-1	-5	5	5	-5.6	-5	9
N#Cc1nc(-c2ccc(F)cc2)oc1NCc1cccc2c1OCO2	2.1	11	2	-2	-16	15	1.6	0	84*
O=C(O)c1cccnc1SCC(=O)N1CCCCCC1	0.0	21	5	1	-9	10	0.3	41	9

Some of the entries so far, with values under each structure:
Each structure is followed by: zVAD death inh, FXIIa inh 1536, FXIa inh, Wee1 stabilizer, PPC-1+TRAIL kill, PGE2 EP2 inh, TNF necrop inh, TbHK1 inh, CHOP inhibitor
- O=C(c1ccc(Br)o1)N1CCN(c2ncccn2)CC1
  0.4, 12, 2, -3, 15, 13, 0.5, 0, 8
- COc1ccc(/C=N/NC(=O)Cn2nc(C)c([N+](=O)[O-])c2C)cc1
  0.0, 3, -4, -4, 4, 11, 2.3, 36, -14

Additional entries
mol	zVAD death inh	FXIIa inh 1536	FXIa inh	Wee1 stabilizer	PPC-1+TRAIL kill	PGE2 EP2 inh	TNF necrop inh	TbHK1 inh	CHOP inhibitor
COC(=O)c1c(NC(=O)CCCC(=O)O)sc2c1CCCCC2	2.2	5	-1	4	10	14	-0.2	-11	32
Fc1cccc(NC(=S)NCc2cccnc2)c1	-0.4	5	1	2	14	5	-1.4	2	2
COc1ccc(-c2c(C)nc(N)nc2-c2ccc(OCc3ccc(C)cc3)cc2O)cc1OC	/	8	-2	0	34	9	2.2	-6	41
O=C(CCCN1C(=O)c2ccccc2C1=O)NCCN1C(=O)S/C(=C\c2cccs2)C1=O	0.5	15	9	-3	28	5	0.8	33	31
Cc1c(C(=O)N2CCC(C)CC2)oc2ccc(S(=O)(=O)N3CCC4(CC3)OCCO4)cc12	-0.9	16	8	4	26	5	1.1	-12	14
Brc1ccc(C2=CC(c3ccco3)n3ncnc3N2)cc1 (stereo unspecified)	-0.1	9	0	-1	21	4	-2.6	-17	37
O=C(Nc1ccc(Br)cc1)C1CCC(=O)N1Cc1ccccc1Cl (stereo unspecified)	0.1	18	7	0	2	10	-3.8	-1	21
Cc1cc(S(=O)(=O)N2CC(=O)N(CCc3ccccc3)C(=O)C2)ccc1F	-0.2	6	-3	0	14	21	-0.7	-2	-36
CCN(CC)S(=O)(=O)c1ccc(O)c(NC(=O)CN2CCc3ccccc3C2)c1	1.5	5	-5	4	7	3	0.2	-1	14
CN(C)S(=O)(=O)c1ccc(NC(=O)CN2CCCc3ccccc32)cc1	1.2	9	1	3	14	6	1.2	-2	-3
O=C(COC(=O)C1CC1)NC(=O)NCc1ccccc1	5.1	/	-4	2	4	10	0.0	-3	6
O=C(c1c[nH]c2ccccc12)C(F)(F)F	1.6	10	2	0	2	8	-0.9	-9	21
Cc1nc2ccccc2c(=O)n1Cc1ccco1	0.2	7	-7	2	26	9	3.9	-8	10

Compound activity as filed in PubChem.

Not all compounds are listed, so the mix of outcomes need not match the whole.
